NTMT1 inh = blocks human N-terminal methyltransferase 1 activity; 2.5% of 59,000 active; NTMT1 MTase-Glo SAH luminescence, purified enzyme; Potency, µM (doses to about 114 µM), inactives show at the highest dose activity change, negative = inhibition, hits mostly inhibitors; AID 1645870;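 note: potency is the fitted concentration of half-maximal effect; plate controls were DMSO vehicle for no effect and no enzyme for full effect; nearly all actives have a fitted effect of over 65% in size; many of its hits are not listed in these tables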
Target sequence (Q9BV86 whole entry, looked up): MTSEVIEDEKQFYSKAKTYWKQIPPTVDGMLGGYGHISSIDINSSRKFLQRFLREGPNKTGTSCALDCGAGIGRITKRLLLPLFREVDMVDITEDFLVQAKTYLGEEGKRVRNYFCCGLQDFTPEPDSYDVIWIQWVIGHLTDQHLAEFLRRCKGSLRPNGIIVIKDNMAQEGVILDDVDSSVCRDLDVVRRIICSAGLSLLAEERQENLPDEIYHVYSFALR
FH mod = Identification of activators of human fumarate hydratase by quantitative high-throughput screening | Potency, µM (top dose mostly 79.9 µM), without a hit: top-dose activity change, negative = inhibition, most hits filed as inhibitors | 0.22% of 54,000 active | FH coupled MDH/diaphorase resazurin fluorescence, 15 min | Fumarate hydratase, mitochondrial (Homo sapiens), P07954; note: potency is the fitted concentration of half-maximal effect; % is set by controls: 0 for no effect and ±100 for the full control effect; the screen sought activators but most active calls are inhibition curves; nearly all actives have a fitted effect of over 45% in size
B2AR arrestin ag = ADRB2 beta-arrestin recruitment. AID 1347077. 44,000 tested, under 10 active. P07550. HTLA Tango cells, beta-arrestin recruitment, luciferase luminescence, 18 h. Potency, µM (highest dose often 46.1 µM), for inactives: top-dose activation, actives largely listed as activators;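 note: potency is the fitted concentration of half-maximal effect; 0% = DMSO and full agonism = EC100 isoproterenol or metaproterenol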
Target sequence (P07550 whole entry, looked up): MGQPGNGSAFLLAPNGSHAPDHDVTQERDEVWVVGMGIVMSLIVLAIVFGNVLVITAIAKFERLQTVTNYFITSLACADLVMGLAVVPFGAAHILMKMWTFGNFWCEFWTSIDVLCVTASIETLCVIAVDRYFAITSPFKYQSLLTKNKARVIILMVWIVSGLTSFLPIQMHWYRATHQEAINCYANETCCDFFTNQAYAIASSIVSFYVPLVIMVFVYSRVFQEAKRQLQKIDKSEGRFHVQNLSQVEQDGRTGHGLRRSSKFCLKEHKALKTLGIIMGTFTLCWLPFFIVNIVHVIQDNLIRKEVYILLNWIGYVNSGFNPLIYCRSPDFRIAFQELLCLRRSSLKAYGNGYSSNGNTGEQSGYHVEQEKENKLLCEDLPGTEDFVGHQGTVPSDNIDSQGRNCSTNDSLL
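Tango cells expressing recombinant beta2-AR and beta-arrestin were treated with compounds (up to 46 microM titration) in DMEM with 1% FBS for 18 hr at 37 degrees C. Beta-arrestin recruitment drove tTA-dependent luciferase, read by luminescence; curves were fitted and classed.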
TSG101-PTAP inh = TSG101-PTAP interaction inhibition, HIV-1 budding; AID 1347069; 44,000 tested, under 10 active; Potency, µM (titrated, usually from 115 µM), inactives show at the top dose activity change, negative = inhibition, most hits filed as inhibitors; Fluorescence polarization, FITC-PTAP peptide/Tsg101, 20 min; note: potency is the fitted concentration of half-maximal effect; 0% is about no effect
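Compounds pinned into 10 uM Tsg101 binding domain, then 50 nM FITC-PTAP peptide added in pH 7.5 HEPES buffer; FP read after 20 min, room temperature. Total S+P intensity flags fluorescent compounds; active cut-off <25 µM, efficacy <60%.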
p53null 32C kill = selectivity test: cytotoxicity in p53 null cells, permissive temperature. AID 903. H1299-neo p53 null cells, ATP luminescence, 24 h, 32C. 0.62% of 55,000 active. Potency, µM (highest dose often 46.1 µM), for the others: top-dose activity change, negative = cytotoxicity, most hits filed as cytotoxic;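 note: potency is the fitted concentration of half-maximal effect; 0% = DMSO only and -100% = full killing by 100 µM tamoxifen; nearly all actives have a fitted effect of over 55% in size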
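ATP-content luminescence in p53-null H1299-neo cells after 24 h compound exposure (up to 46 uM) at 32C permissive temperature; 0% and 100% killing set by DMSO and 100 uM tamoxifen; Hill-equation AC50.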
p53null 39C tox = selectivity test: cytotoxicity in p53 null cells, nonpermissive temperature; H1299 p53-null (neo) cells, 39C, ATPlite viability, 24 h; 0.97% of 55,000 active; Potency, µM (titrated, usually from 46.1 µM), without a hit: top-dose activity, negative = cell killing, hits mostly cytotoxic; AID 904;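 note: potency is the fitted concentration of half-maximal effect; 0% = DMSO only and -100% = full killing by 100 µM tamoxifen; nearly all actives have a fitted effect of over 50% in size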
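Following overnight plating at 37C (600 cells/well), H1299-neo or H1299-p53A138V cells are dosed up to 46 uM. Incubation lasts 24 hr at 39C before ATP detection.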
GALK inhibitor = inhibits human galactokinase | 44,000 tested, under 10 active | recombinant GALK, Kinase-Glo ATP luminescence, 1 h | P51570 | AID 1347072 | Potency, µM (doses to about 57.5 µM), inactives show at the top dose activity, negative = inhibition, actives largely listed as inhibitors;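 note: plate controls were full GALK reaction for no effect and reaction lacking GALK for full effect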
Target sequence (P51570 whole entry, looked up): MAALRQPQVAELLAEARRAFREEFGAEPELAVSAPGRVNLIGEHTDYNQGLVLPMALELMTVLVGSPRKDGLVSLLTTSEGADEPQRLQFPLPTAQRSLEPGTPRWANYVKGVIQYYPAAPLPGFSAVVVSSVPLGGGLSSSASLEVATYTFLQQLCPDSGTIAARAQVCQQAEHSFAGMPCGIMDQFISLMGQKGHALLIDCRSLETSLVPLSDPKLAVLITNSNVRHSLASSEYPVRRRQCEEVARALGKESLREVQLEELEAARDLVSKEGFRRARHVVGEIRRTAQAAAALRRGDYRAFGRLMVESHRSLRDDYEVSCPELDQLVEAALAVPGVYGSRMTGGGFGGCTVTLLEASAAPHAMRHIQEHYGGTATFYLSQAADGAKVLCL
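Luminescent ATP-depletion readout (Kinase-Glo Plus, 10 min) after 1 h RT reaction of 5 nM GALK, 35 uM ATP, 100 uM galactose, pH 8.0 HEPES buffer. Decreased kinase activity scored as inhibition.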
An asterisk follows results filed as active; u = inconclusive; x = not tested or not shown; [ ] = another dose, or the depositor's remark. Calls come from the whole dose curve; as a rule, active = well fitted curve in the direction sought with a large enough effect; inconclusive = small, poorly fitted or top-dose-only effect, or another doubt; inactive = no such curve, though single readings can be large; an effect the other way counts as inactive or inconclusive.

The line under a structure holds: NTMT1 inh	FH mod	B2AR arrestin ag	TSG101-PTAP inh	p53null 32C kill	p53null 39C tox	GALK inhibitor
CCC(C(=O)NCCc1cc(OC)ccc1OC)n1nc(C)c2sc3ccccc3c2c1=O (stereo unspecified)
 : 14%	-6%	-4%	-1%	-20%	-10%	2%
Cc1ccc(-n2c3nc(=O)[nH]c(=O)c-3cc3c(Cl)cccc32)cc1
 : u	-14%	-2%	-1%	5%	8%	0%
CN1CCN(C2(CNC(=O)c3ccc(C(C)(C)C)cc3)CCCCC2)CC1
 : -16%	2%	-2%	-6%	-2%	-17%	1%
Cc1ccc(OCCCCn2cnc3ccccc32)cc1
 : 7%	-7%	-3%	0%	3%	-13%	11%
CC(=O)Nc1ccc(S(=O)(=O)N2CCN(c3ccccc3)CC2)cc1
 : -2%	-8%	0%	0%	2%	21%	3%
CCCNC(=O)CCc1c(C)nc2nc(CNC(=O)c3ccccc3)nn2c1C
 : 6%	0%	-2%	-3%	5%	18%	-11%
CCOC(=O)CCn1nc(C)c2c(C)n(-c3ccccc3)nc2c1=O
 : 0%	-17%	0%	-7%	1%	-22%	3%
CCCCCSc1nnc2c(n1)OC(CC)Nc1ccc(Br)cc1-2 (stereo unspecified)
 : 6%	0%	0%	-3%	-3%	-23%	1%
Cc1cc(C)cc(-n2ccn(CC(=O)NCCc3ccccc3)c(=O)c2=O)c1
 : -8%	7%	-1%	-6%	6%	-6%	3%
COc1ccc(OC)c(NC(=O)Cn2c(=O)n(-c3cccc(C)c3)c(=O)c3c2c2cc(C)ccc2n3C)c1
 : -12%	1%	0%	2%	2%	10%	-2%
Cc1cc(C)cc(NC(=O)CSc2oc(-c3cccs3)nc2S(=O)(=O)c2ccc(Br)cc2)c1
 : -2%	0%	1%	20%	-3%	-2%	7%
Cc1ccc(-n2nc(C(=O)Nc3ccc(Cl)cn3)c3c4ccccc4n(C)c3c2=O)cc1
 : 3%	-1%	0%	0%	1%	-9%	1%
COc1cc(CNCCSc2nnnn2C)ccc1OCc1ccc(Cl)cc1Cl
 : u	-9%	0%	-10%	u	u	u
Cc1ccc(CNC(=O)c2ccc3c(=O)n(-c4ccccc4)c(=O)[nH]c3c2)cc1
 : 11%	3%	1%	0%	10%	-3%	3%
O=C(NCCc1ccccc1)c1ccc2c(c1)N(Cc1ccc(F)cc1)C(=O)c1ccccc1S2
 : -6%	-17%	0%	-4%	2%	-1%	1%
CCN1CCN(c2cc3c(cc2F)c(=O)c(S(=O)(=O)c2cc(C)cc(C)c2)cn3CC)CC1
 : 13%	2%	0%	-1%	-1%	-11%	3%
COc1cccc(CNC(=O)c2nn(-c3ccc(C)cc3)c(=O)c3c2c2ccccc2n3C)c1
 : 12%	-25%	0%	3%	-15%	-25%	8%
CCOc1ccc(C(=O)c2cn(CC(=O)Nc3ccc4c(c3)OCO4)c3ccc(OCC)cc3c2=O)cc1
 : u	-1%	-1%	0%	2%	3%	9%
O=C(CC(NCc1cccnc1)C(=O)O)Nc1ccc(F)cc1 (stereo unspecified)
 : 17%	1%	-2%	-9%	-3%	15%	1%
COC(=O)c1sccc1S(=O)(=O)N(CC(=O)Nc1cccc(C)c1C)c1ccc(C)c(C)c1
 : 2%	-22%	-1%	1%	0%	-18%	1%
Cc1oc2c(C)c3oc(=O)c(CCC(=O)N4CCCCC4)c(C)c3cc2c1C
 : u	-15%	-1%	-9%	-5%	-5%	-1%
Cc1cc(C)cc(NC(=O)CN2C(=O)c3ccccc3Sc3ncccc32)c1
 : -2%	-13%	2%	-1%	10%	9%	-1%
CC1CCN(c2ncnc3c2c(-c2ccccc2)cn3-c2ccc(Br)cc2)CC1
 : 15%	-3%	-1%	-9%	-1%	12%	0%
COc1ccc(N(Cc2cccs2)C(=O)c2ccco2)cc1
 : -1%	-4%	-3%	-4%	17%	-3%	5%
CCOc1ccc(OCC)c(NC(=O)c2nnn(CC(=O)Nc3cc(Cl)ccc3OC)c2N)c1
 : -4%	0%	1%	-12%	-16%	-7%	1%
COc1ccccc1N1CCN(S(=O)(=O)c2c(C)sc3ncn(CC(=O)NCCN(C)C)c(=O)c23)CC1
 : u	0%	0%	0%	5%	-1%	-4%
Cc1cc(C)c(S(=O)(=O)NCC(c2cccs2)S(=O)(=O)c2ccccc2)c(C)c1 (stereo unspecified)
 : -2%	u	-4%	-4%	32%[activator]	5%	-1%
Cc1c(C(=O)N2CCCCC2)c(S(=O)(=O)NCc2ccc(N(C)C)cc2)c(C)n1C
 : -8%	u	1%	-4%	0%	-4%	0%
Cc1coc2cc3oc(=O)c(CCC(=O)N4CCCCC4)c(C)c3cc12
 : x	x	-1%	-7%	-3%	-5%	-1%
Cc1nnc(N2CCN(C(=O)NC(C)C)CC2)c2nn(-c3ccccc3)c(C)c12
 : -7%	-6%	-1%	2%	7%	-10%	3%
COc1ccc(OC)c(NC(=O)c2c(NCc3ccc(C)o3)sc3c2CCCCC3)c1
 : u	2%	-1%	0%	27%	9%	1%
Cc1ccc(Nc2c(-c3ccc(C)s3)nc3ccccn23)cc1
 : 1%	-8%	-2%	0%	7%	-8%	10%
CCOC(=O)N1CCc2c(sc(NCc3ccc(OCC)cc3)c2C(=O)Nc2ccc(OC)cc2OC)C1
 : 7%	-18%	-2%	-2%	-4%	-16%	-1%
Cc1nc2ccc(S(=O)(=O)N(CC(=O)Nc3cccc(Cl)c3)Cc3ccccc3)cc2s1
 : 12%	-20%	-1%	-7%	8%	16%	-2%
COc1cc(OC)c(OC)cc1CNCCSc1nnnn1-c1ccccc1
 : 0%	2%	-4%	-6%	-10%	1%	0%
COc1ccc(/C=C/C(=O)Nc2ccc(Cl)cc2Cl)cc1
 : -1%	-14%	0%	-1%	-6%	-8%	0%
CSc1nc2c(sc3ccccc32)c(=O)n1Cc1ccc(C)cc1
 : -6%	u	-1%	0%	10%	-7%	4%
Cc1ccc(Cl)cc1NC(=O)C1CCCN(S(=O)(=O)c2c(C)noc2/C=C/N(C)C)C1 (stereo unspecified)
 : 14%	-10%	-1%	10%	42%[activator]	50%[activator]	-1%
CC(C)OCCCn1c(=O)c2ccccc2n2c(-c3ccccc3)nnc12
 : -4%	2%	-3%	-8%	5%	-22%	-2%
CCC(C)NC(=O)CN1C(=O)COc2ccc(S(=O)(=O)N3CCOCC3)cc21 (stereo unspecified)
 : 3%	1%	-1%	-2%	-5%	-12%	0%

A draw from above in order of number of heavy atoms, smallest number first:
The line under a structure holds: NTMT1 inh	FH mod	B2AR arrestin ag	TSG101-PTAP inh	p53null 32C kill	p53null 39C tox	GALK inhibitor
Cc1cc(C)cc(-n2ccn(CC(=O)NCCc3ccccc3)c(=O)c2=O)c1
 : -8%	7%	-1%	-6%	6%	-6%	3%
Cc1c(C(=O)N2CCCCC2)c(S(=O)(=O)NCc2ccc(N(C)C)cc2)c(C)n1C
 : -8%	u	1%	-4%	0%	-4%	0%
CCC(C(=O)NCCc1cc(OC)ccc1OC)n1nc(C)c2sc3ccccc3c2c1=O (stereo unspecified)
 : 14%	-6%	-4%	-1%	-20%	-10%	2%

Following part:
The line under a structure holds: NTMT1 inh	FH mod	B2AR arrestin ag	TSG101-PTAP inh	p53null 32C kill	p53null 39C tox	GALK inhibitor
Cc1ccccc1S(=O)(=O)Cc1ccc(C(=O)N2CCN(c3cccc(Cl)c3)CC2)o1
 : 10%	u	1%	-1%	-7%	-1%	-1%
Oc1c(C(c2ccccc2)N2CCC3(CC2)OCCO3)sc2nc(-c3ccco3)nn12 (stereo unspecified)
 : 13%	-1%	-4%	-1%	1%	17%	2%
Cc1cc2n(n1)CCCN2C(=O)Nc1ccccc1F
 : -8%	-10%	0%	-3%	-3%	-15%	1%
Cc1ccc(NC(=O)CN2C(=O)c3cccnc3Sc3ccccc32)cc1C
 : -6%	-4%	1%	2%	0%	-20%	1%
Cc1cc2c(cc1S(=O)(=O)CCC(=O)N1CCCC(C)C1)OCC(=O)N2 (stereo unspecified)
 : 8%	-20%	2%	-9%	18%	-12%	-13%
O=C(Nc1ccc2nc(SCC(=O)N3CCOCC3)sc2c1)c1ccccc1Cl
 : -3%	-10%	-4%	-1%	-24%	u	0%
CCN1CCN(c2ncc3c(n2)CC(c2ccccc2O)CC3=O)CC1 (stereo unspecified)
 : -21%	-9%	0%	1%	-7%	27%	1%
O=C(CC1N=C2c3ccccc3N=C(SCC(=O)Nc3ccc(F)cc3)N2C1=O)NCc1ccco1 (stereo unspecified)
 : 2%	-8%	-2%	-3%	-2%	-23%	2%
COc1ccc(NC(=O)C2=C(C)Nc3ncnn3C2c2ccccn2)cc1 (stereo unspecified)
 : 10%	9%	0%	-5%	0%	-10%	0%
COc1ccc(CNC(=O)CN2CCSc3ccccc32)c(OC)c1
 : 17%	-5%	3%	-1%	-4%	-9%	-1%
CCOc1ccc(CCNC(=O)c2ccc(Cn3c(=O)c4cccn4c4cccnc43)cc2)cc1
 : -15%	-11%	-1%	9%	2%	u	1%
COc1ccccc1NC(=O)CN(C)S(=O)(=O)c1ccc2c(c1)c(=O)n(C)c(=O)n2C
 : -3%	5%	1%	-2%	5%	-12%	0%
Cc1ccc(OCC(=O)N(Cc2ccc(N(C)C)cc2)CC2CCCO2)cc1C (stereo unspecified)
 : -3%	-20%	-1%	1%	0%	-5%	-1%
CCCCc1ccc(Nc2ncnc3c2cnn3-c2ccc(C)cc2)cc1
 : -5%	2%	3%	-3%	-3%	7%	0%
COc1ccc(CNC(=O)Cn2c(=O)c3cccn3c3ccccc32)cc1
 : u	1%	-1%	1%	8%	26%	-2%
O=C(CSc1cn(CC(=O)N2CCOCC2)c2ccccc12)Nc1ccccc1C(F)(F)F
 : 2%	-13%	-1%	0%	-7%	-15%	2%
COc1ccc(C(=O)Cn2c(=O)c(-c3cc(C)ccc3NC(C)=O)nc3ccccc32)cc1
 : 10%	5%	6%	4%	-4%	33%[activator]	0%
COc1cc2c(cc1OC)C(COc1ccc(F)cc1)N(C(=O)c1ccc(S(=O)(=O)N3CCCC3)cc1)CC2 (stereo unspecified)
 : 4%	-17%	-1%	3%	-8%	26%	3%
CCC1CCCCN1C(=O)CSc1nc2c([nH]c3ccccc32)c(=O)n1-c1cccc(OC)c1 (stereo unspecified)
 : 6%	-19%	0%	-2%	15%	20%	0%
CCCn1c(=O)c2sccc2n2c(CCCC(=O)N3CCN(c4cccc(C)c4C)CC3)nnc12
 : -6%	-5%	-1%	-7%	9%	-10%	u
COc1cc(NC(=O)Cn2c(=O)cc(C)c3c(C)nn(-c4ccc(C)cc4)c32)cc(OC)c1
 : 9%	-12%	-1%	-4%	-1%	1%	1%
Cc1cc(C(=O)Nc2c(C)nc3ccccn3c2=O)ccc1[N+](=O)[O-]
 : -12%	0%	1%	-6%	-6%	-11%	-1%

Bioassay records from PubChem BioAssay.

An excerpt; the hit share may differ from the screen's.
